# E coli Lon inh: inhibitors of E. coli Lon protease. P0A9M0. purified E. coli Lon protease, fluorescence polarization. inhibition, % at 7.94 µM. actives 0.42% (n = 360,000). AID 602123; in the data active means inhibition above about 13%, passing the limit was not always enough;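 further: 0% = enzyme with probe and DMSO and 100% = no enzyme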
# MsrA act: activators of bovine methionine sulfoxide reductase A; purified bovine MsrA, absorbance read-out; activation, % at 10.6 µM; actives 0.3% (n = 360,000); AID 602163; in the data active means activation above about 7.5%;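 further: 0% = vehicle and 100% = reference activator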
# FAS-TE inh: blocks the thioesterase domain of human fatty acid synthase. P49327. recombinant FAS-TE, OMFH fluorogenic substrate, fluorescence endpoint. inhibition, % at 15 µM. actives 0.67% (n = 360,000);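 active means compounds whose normalised, plate-corrected inhibition of enzyme fluorescence in the single-dose primary screen is 50% or more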;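 further: 0% = DMSO with enzyme and 100% = substrate without enzyme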
# NRP1-CendR mod: alters CendR peptide binding to human NRP-1; actives 0.85% (n = 360,000); FAM-RPARPAR peptide binding to NRP-1, fluorescence polarization; O14786; AID 602438; inhibition, % at 25 µM;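 active means inhibition or corrected inhibition above about 18%, plus a signal ratio from 0.5 to 1.5, limit read from the data, passing the limit was not always enough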; further: strong numbers were not always called active
# PABP1 MLLE inh: blocks PAM2 peptide binding to the PABP1 MLLE domain | P11940 | GST-MLLE / FITC-PAM2 fluorescence polarization | inhibition, % at 20 µM | actives 0.36% (n = 360,000); in the data active means inhibition above about 35%, passing the limit was not always enough;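 further: plate controls were DMSO wells with GST-MLLE for no effect and wells lacking GST-MLLE protein for full effect; some results filed as inactive read as strong as hits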
# Target sequence (P11940 whole entry, looked up, the tested form may be a part): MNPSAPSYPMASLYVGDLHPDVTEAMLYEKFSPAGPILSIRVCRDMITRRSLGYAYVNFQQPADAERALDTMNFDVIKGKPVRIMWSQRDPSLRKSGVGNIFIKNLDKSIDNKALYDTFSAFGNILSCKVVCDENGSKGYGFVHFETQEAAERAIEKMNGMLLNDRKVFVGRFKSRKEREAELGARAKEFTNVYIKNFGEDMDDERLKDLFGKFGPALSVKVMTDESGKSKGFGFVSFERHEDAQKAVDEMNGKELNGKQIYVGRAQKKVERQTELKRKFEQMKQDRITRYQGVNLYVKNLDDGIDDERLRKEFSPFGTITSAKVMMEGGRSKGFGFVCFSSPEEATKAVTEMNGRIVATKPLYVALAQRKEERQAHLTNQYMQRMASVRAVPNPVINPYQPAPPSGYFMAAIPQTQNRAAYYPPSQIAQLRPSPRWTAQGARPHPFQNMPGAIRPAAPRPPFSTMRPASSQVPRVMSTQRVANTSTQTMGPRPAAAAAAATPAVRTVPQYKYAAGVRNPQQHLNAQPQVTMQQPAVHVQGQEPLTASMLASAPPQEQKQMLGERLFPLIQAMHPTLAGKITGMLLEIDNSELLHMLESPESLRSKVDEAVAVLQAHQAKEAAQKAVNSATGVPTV
# MT1-MMP act inh: blocks activation of human MT1-MMP | P50281 | HT1080 RFP-PRO-GFP cells, GFP/RFP ratio fluorescence, overnight; percent of plate control window, DMSO zero | GFP/RFP ratio change, % at 20 µM | actives 0.061% (n = 360,000);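 active means GFP/RFP ratio change of at least 30% with cell ATP level not reduced by more than half and red fluorescence within 50% of control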; further: strong numbers were not always called active
#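 Assay system: HT1080 RFP-PRO-GFP cells. Benchmarks: DMSO vehicle wells and RFP-L50D-GFP reporter cell wells. Times: overnight cell settling, then overnight compound exposure, 37 °C, 5% CO2. Compound: 20 µM single dose, 1% DMSO. Read-out basis: GFP/RFP fluorescence ratio.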
# SKN-1 inh: blocks SKN-1 activity in C. elegans; C. elegans VP596 Pgst-4::GFP/RFP ratio, acrylamide-induced, 24 h; inhibition, % at 21.8 µM; actives 0.49% (n = 360,000);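 active means interference check ratio from 0.5 to 1.5 plus GFP to RFP signal ratio inhibition reaching or exceeding a fixed threshold, cut at about 30% in these data, passing the limit was not always enough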; further: some compounds called inactive have numbers as strong as hits
# MsrA inhibitor: inhibitors of bovine MsrA; purified bovine MsrA, absorbance read-out; inhibition, % at 15.5 µM; actives 0.75% (n = 360,000); AID 651718; in the data active means inhibition above about 4.5%;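 further: 0% = vehicle wells with enzyme and 100% = reference inhibitor wells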
# TbMetRS inhib: Trypanosoma brucei MetRS inhibition; inhibition, % at 11.9 µM; actives 0.4% (n = 360,000); AID 624268; purified T. brucei MetRS, ATP depletion, Kinase-Glo luminescence;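 active means inhibition above a per-plate cutoff of the control wells' mean inhibition plus 3 SD, cut at about 5.5% in these data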;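 further: 0% = DMSO wells median and 100% = median of wells with control inhibitor compound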
#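 Dosing: 11.9 µM single point; system: parasite MetRS enzyme; technique: luminescence of leftover ATP; times: 15 min enzyme-compound preincubation, 2 h reaction, 10 min detection, 25 °C; replicates: each compound tested once; read-out basis: percent inhibition relative to median high and low control wells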
# Numbers without * were called inactive; · = no result given.
SMILES,E coli Lon inh,MsrA act,FAS-TE inh,NRP1-CendR mod,PABP1 MLLE inh,MT1-MMP act inh,SKN-1 inh,MsrA inhibitor,TbMetRS inhib
O=C(NCC1CCCO1)C12CN(Cc3ccccc3)CC1C(c1cccc([N+](=O)[O-])c1)=NO2 (stereo not drawn),-10,-1,42,11,9,1,1,-0.7,-0.2
CCOc1ncccc1C(=O)Nc1cc(S(=O)(=O)N2CCOCC2)ccc1OCC(F)(F)F,-8,-6,22,-12,3,-1,-6,0.8,-0.1
COc1ccc(CNS(=O)(=O)c2ccc(-c3cc(C)no3)cc2)cc1,3,-1,4,12,3,3,-6,0.0,0.1
Cc1nc2c(C)cccc2c2c1CCS2,-3,-4,-2,-2,10,0,-2,-0.6,-0.2
CCOc1cc2[nH]c(=O)n(CCCCCC(=O)NC3CCCC3)c(=O)c2cc1OCC,4,-2,-5,10,2,0,18,0.4,-0.8
O=C(Nc1cc(S(=O)(=O)N2CCOCC2)ccc1OCC(F)(F)F)c1ccc(N2CCCC2=O)cc1,-3,-2,-3,-18,1,3,-15,-1.3,-0.5
Cc1cccc(C(CC(=O)N2CCCCC2)c2ccccc2)c1O (stereo not drawn),16,-3,8,-2,3,-3,3,-1.4,-0.7
COc1ccc(C(=O)N(C)CC2CCN(CCc3cccc(C(F)(F)F)c3)CC2)cc1C,-6,0,-1,-14,-1,2,3,0.5,-0.1
COc1ccc(NC(=O)COC(=O)[C@@H]2CCCN2C(=O)c2cccs2)cc1,-1,-2,-8,29*,-7,3,1,-1.0,-0.3
COc1ccc(-c2nnn(-c3ccc(Cl)cc3Cl)c2N)cc1,-4,-4,1,-5,6,-1,0,-0.6,-0.7
COc1ccc(CCN(C)c2ccc(S(=O)(=O)N3CCCC3)cn2)cc1OC,-2,1,3,4,1,-1,3,-0.1,-0.6
COc1ccc(CCN2CC(C(=O)NCCN3CCCC3=O)CCC2=O)cc1 (stereo not drawn),10,-3,-5,13,7,-3,15,-0.1,-0.4
CCCc1ccc2oc(C(=O)N3CCN(CCC(N)=O)CC3)c(C)c2c1,-11,-3,-4,14,-12,2,15,-1.3,0.1
Cc1cccc(NCc2nc3ccccc3n2C)c1,-12,-1,1,5,-2,4,1,-0.8,0.0
CCN(CC)C(=O)Cn1cc(C(=O)C(=O)NCCc2ccccc2)c2ccccc21,0,-9,-2,-6,-8,-1,-12,1.1,-0.2
Cc1cccc(C)c1NC(=O)CS(=O)CC(=O)NCC1OCCc2ccccc21 (stereo not drawn),9,-10,-9,-4,10,2,-3,-1.6,-1.5
Cn1nnnc1SCC(=O)Nc1ccccc1Cl,-6,-4,-14,21,-6,4,7,-1.0,-1.0
Oc1ccc(-c2csc(Nc3ncccn3)n2)cc1O,0,-12,-8,7,8,-19,6,-0.9,-0.2
COc1ccc(NC(C)=O)c2nc(C)c(C)nc12,2,-3,-8,8,-10,9,14,1.9,-0.9
CC(=N/O)/C(=N\O)c1ccc(C)o1,-1,-12,-6,-1,3,13,-1,1.2,-1.0
CC(NCc1ccc2c(c1)OCO2)c1ccccc1 (stereo not drawn),-3,-4,-5,-10,-8,0,-11,-0.5,-0.7
CN1CCN(C(=S)NC(=O)c2ccc(S(=O)(=O)N3CCOCC3)cc2)CC1,-9,-1,-4,-18,40*,-3,-1,0.6,-0.3
O=C(CCCN1C(=O)c2ccccc2C1=O)Oc1ccc(Cl)cc1,-2,-10,13,-1,0,-5,2,-0.8,-0.3
COc1ccc(-c2csc(C)n2)cc1Br,-2,-4,5,9,2,0,14,7.9*,-0.8
O=Cc1ccccc1Oc1ccccc1,2,0,-11,-1,-2,1,-3,0.2,-0.1
Cc1ncc(CN2CCC(CO)(CCOc3ccccc3)CC2)s1,4,0,2,-7,11,0,10,0.0,0.3
O=C(O)C1C2C=CC(O2)C1C(=O)NCCc1cccc(Cl)c1 (stereo not drawn),4,-3,-1,-10,9,1,-7,-0.5,0.1
COc1ccc(CCNC(=O)[C@@H](NC(=O)c2ccccc2F)C(C)C)cc1OC,-4,-3,-2,6,-53,-2,-4,-1.0,0.6
COc1cc(CCC(=O)OCc2ccccc2C#N)cc(OC)c1OC,-4,0,-2,-4,11,0,3,-0.2,-0.9
O=C(O)c1ccccc1C(=O)NNc1ccc(Cl)cc1Cl,0,-2,-5,0,7,-2,7,-0.8,-0.3
CN(C)c1ccc(C(=O)OCC(=O)NCC2CCCO2)cc1 (stereo not drawn),-4,-2,-6,-15,2,1,10,4.4,-0.6
O=C(CN(Cc1ccco1)C(=O)c1ccc(F)cc1F)Nc1ccccc1C(F)(F)F,-7,-8,-5,14,5,-1,12,-0.7,-0.5
Oc1c(I)cc(I)c2cccnc12,-9,-3,8,1,-14,-9,7,0.0,-1.3
Nc1ccccc1SCC(=O)Nc1ccc(N2CCOCC2)cc1,-9,0,-3,-6,1,-1,-2,-1.0,0.1
N#C/C(C(=S)Nc1ccccc1)=C1/NN=C(N2CCOCC2)N1c1ccccc1,-6,0,-6,-2,38,2,-2,0.9,0.0
CC1(c2ccccc2)NC(=O)N(CC(=O)NCc2ccc3c(c2)OCO3)C1=O (stereo not drawn),-9,-1,-3,-3,-6,3,15,0.4,0.2
O=C(Nc1ccc(Oc2ccccc2)cc1)C1CCN(c2ncccn2)CC1,0,-1,-5,-4,10,6,-13,-0.3,-0.2
COc1cccc(CN2CCN(C(=O)c3cc(-c4ccccn4)nc4ccc(Cl)cc34)CC2)c1,3,-1,21,-7,5,-6,5,-1.0,-0.4
CCCN(c1ccc(C(=O)OC)cc1)S(=O)(=O)c1ccccc1,-1,-1,-6,-9,-1,-2,-7,-1.0,-0.1
CC1(C)Cc2c(sc(NC(=O)C(=O)NCCCN3CCOCC3)c2C(N)=O)CO1,1,-3,-4,8,0,1,11,1.0,-1.3
CC(C)(CO)CNC(=O)c1ccc2nc(Cc3cccc(Cl)c3)oc2c1,1,-2,1,10,-2,2,20,-0.8,-0.2
O=C(C[C@@H]1CC[C@@H]2[C@H](COC[C@H](O)CN2S(=O)(=O)c2ccccc2)O1)Nc1ccccc1,·,·,·,7,·,-1,-5,1.3,0.0
Clc1ccc2c(N/N=C/c3cccc(Br)c3)ccnc2c1,0,-6,6,17,-16,9,3,-0.7,-1.0
O=C(CS(=O)(=O)Cc1ccccc1)Nc1nnc(C(F)(F)F)s1,-4,-7,-10,-2,3,5,10,0.1,-0.9
O=C(O)c1ccc(N/N=C/c2cn(Cc3ccccc3F)c3ccccc23)cc1,3,-4,20,0,-11,3,-2,2.9,-0.2
CN1CCN(c2ccc(CNC(=O)c3ccc(-c4cnn(C)c4)c4ccoc34)cc2)CC1,-13,-1,-4,-4,10,-2,7,0.1,-0.1
Cc1ccccc1NC(=O)N1CCN(C/C=C/c2ccccc2)CC1,-8,-1,-3,-2,8,-5,12,0.3,0.4
CN1C[C@@H]2[C@@H]3C(=O)N(Cc4ccccc4)C(=O)[C@@H]3[C@](Cc3ccccc3)(C1=O)N2C(=O)c1ccc(C(C)(C)C)cc1,-9,8.8*,9,-5,-7,-8,7,-0.8,-0.2

# Limited to TbMetRS inhib, for some of the entries so far:
SMILES,TbMetRS inhib
O=C(O)c1ccc(N/N=C/c2cn(Cc3ccccc3F)c3ccccc23)cc1,-0.2
COc1cccc(CN2CCN(C(=O)c3cc(-c4ccccn4)nc4ccc(Cl)cc34)CC2)c1,-0.4

# Other records follow:
SMILES,E coli Lon inh,MsrA act,FAS-TE inh,NRP1-CendR mod,PABP1 MLLE inh,MT1-MMP act inh,SKN-1 inh,MsrA inhibitor,TbMetRS inhib
O=C(NCc1ccc(Cl)cc1)C1CCN(c2cnccn2)CC1,12,-3,-1,-4,9,-4,-3,1.9,-0.3
COCCNC(=S)N/N=C(\C)c1cccc(OC)c1,-12,-1,-2,-22,11,0,13,0.1,-1.0
C=C(C)c1sc(-c2ccc(Cl)cc2)nc1C,2,0,10,12,-1,-1,9,1.1,0.4
O=C(NC1CCCCCC1)c1cc(S(=O)(=O)N2CCOCC2)ccc1N1CCCCC1,0,3,15,8,-2,-4,23,1.9,-1.1
CCn1ccnc1C(O)c1cccc(OC)c1OC (stereo not drawn),13,-2,-4,-13,2,-1,2,-0.1,-0.6
O=C(Nc1ccccc1C(=O)O)c1cc(S(=O)(=O)N2CCCCC2)cs1,-3,-1,1,-4,7,0,0,·,-0.4
CCOC(=O)c1cc(C)n(-c2ccc(OC)c(OC)c2)c1C,-2,-4,8,2,-2,6,-11,0.5,-0.3
COc1ccc(S(=O)(=O)N(C)C[C@@H]2OCCCC[C@@H](C)Oc3ccc(NS(=O)(=O)c4cccs4)cc3C(=O)N([C@H](C)CO)C[C@@H]2C)cc1,15,0,67*,-6,-24,-8,8,0.0,0.9
Cc1cc(NC(=O)CSc2nnnn2Cc2ccccc2)no1,-4,-11,-1,1,8,-1,-25,0.0,-0.6
COc1ccc(C)cc1Nc1nnc(C)c(=O)[nH]1,-1,1,-11,0,-19,0,10,-1.5,0.4
O=c1cc(CO)oc(CN2CCN(c3ccccc3F)CC2)c1O,0,-1,-3,1,-4,-1,-6,2.0,-1.1
COc1cc(OC)cc(C(=O)N2CCC(N3CCCCCC3)CC2)c1,-3,-13,-7,6,-3,4,3,-0.5,-1.7

# Look-ups from the list.
# Value of COCCNC(=S)N/N=C(\C)c1cccc(OC)c1 under MsrA act: -1
# Value of Cc1cccc(NCc2nc3ccccc3n2C)c1 under FAS-TE inh: 1
# Value of CCOc1cc2[nH]c(=O)n(CCCCCC(=O)NC3CCCC3)c(=O)c2cc1OCC under MsrA act: -2
# Value of CC1(C)Cc2c(sc(NC(=O)C(=O)NCCCN3CCOCC3)c2C(N)=O)CO1 under SKN-1 inh: 11
# Value of Oc1c(I)cc(I)c2cccnc12 under SKN-1 inh: 7

# New compounds follow
SMILES,E coli Lon inh,MsrA act,FAS-TE inh,NRP1-CendR mod,PABP1 MLLE inh,MT1-MMP act inh,SKN-1 inh,MsrA inhibitor,TbMetRS inhib
CCN(CC(=O)Nc1ccc2c(c1)OCCO2)CC(=O)Nc1cc(C)on1,-6,0,-4,11,1,-4,15,-0.4,-1.1
CC(C)(C)c1ccc(C(=O)C2CC2)cc1,-7,-3,3,-8,14,7,-6,0.8,-0.2
Cc1cc(-c2ccccc2)nc(N/N=C/c2ccc(O)cc2)n1,9,-1,-6,-4,-7,6,15,3.2,-0.2
COc1ccc(NC(=O)c2ccco2)cc1NC(=O)c1ccccc1F,-4,-2,1,3,12,-2,9,-0.9,-0.4
CCOC(=O)N1CCC(NC(=O)C2CCCN2C(=O)OCc2ccccc2)CC1 (stereo not drawn),-11,-10,-4,5,-3,3,18,-0.8,-1.6
CCC1(c2ccc(OC)cc2)NC(=O)N(CC(=O)NC2CCCCC2C)C1=O (stereo not drawn),3,0,-5,23*,-2,-2,-3,-0.2,-0.2
Cc1cc(C)c2c(N)c3ccccc3nc2n1,-18,-5,-6,-28,-16,10,-4,2.0,0.2
CNc1nc(-c2c[nH]c3ccccc23)cs1,-2,-1,-117,-14,-92,12,-18,-0.1,-1.1
CCCCn1c(N)c(N(C)C(=O)C2CC(=O)N(Cc3ccco3)C2)c(=O)[nH]c1=O (stereo not drawn),-5,-2,-6,-5,-9,-1,8,0.8,0.1
COc1ccc(CCn2nnnc2C(C(C)C)N2CCN(c3ncccn3)CC2)cc1OC (stereo not drawn),-8,-10,-6,1,-2,0,-18,0.8,-0.8
O=C(CN1CCN(S(=O)(=O)c2ccc(Cl)cc2)CC1)Nc1ccc2c(c1)OCCO2,-3,-3,14,3,1,8,-5,0.5,-1.5
O=C(COc1cccc2ccccc12)N1CCN(c2ccccn2)CC1,-4,-2,5,-5,2,-2,-5,1.0,-0.2
